CHRM1 antagonist: antagonists of human M1 muscarinic receptor | CHO-K1 hM1, Fluo-8 calcium fluorescence, ACh EC80 antagonist | P11229 | inhibition, % at 3 µM | hit rate 1.3% among 360,000;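 active = percent inhibition above its own plate's cutoff, namely the mean of that plate's compound wells plus 3 SD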;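 also: peak over basal fluorescence ratio during 140 s after agonist addition; 0% = ACh EC80 plus DMSO and 100% = DMSO alone without agonist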
Target sequence (P11229 whole entry, looked up): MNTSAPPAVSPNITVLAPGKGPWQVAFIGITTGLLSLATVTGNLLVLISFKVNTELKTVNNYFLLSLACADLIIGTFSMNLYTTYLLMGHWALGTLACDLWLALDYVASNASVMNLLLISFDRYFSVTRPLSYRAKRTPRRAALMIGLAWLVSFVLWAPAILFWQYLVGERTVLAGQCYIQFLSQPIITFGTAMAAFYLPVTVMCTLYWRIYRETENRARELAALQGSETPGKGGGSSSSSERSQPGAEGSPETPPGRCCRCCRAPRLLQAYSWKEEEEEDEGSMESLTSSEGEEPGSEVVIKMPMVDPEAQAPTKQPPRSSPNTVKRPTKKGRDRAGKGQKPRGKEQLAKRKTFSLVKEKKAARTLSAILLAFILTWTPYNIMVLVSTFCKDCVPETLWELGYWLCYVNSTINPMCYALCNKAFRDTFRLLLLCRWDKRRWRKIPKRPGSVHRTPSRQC
CHRM5 antagonist: blocks acetylcholine activation of human M5 receptor | CHO-hM5 cells, Fluo-8 calcium fluorescence, ACh EC80 | inhibition, % at 3 µM | hit rate 0.59% among 360,000;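 active = inhibition above a per-plate cutoff, the mean of that plate's test compounds plus 3 SD, cut at about 27% in these data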;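 also: 0% = acetylcholine EC80 with DMSO and 100% = DMSO without agonist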
Target sequence (P08912 whole entry, looked up): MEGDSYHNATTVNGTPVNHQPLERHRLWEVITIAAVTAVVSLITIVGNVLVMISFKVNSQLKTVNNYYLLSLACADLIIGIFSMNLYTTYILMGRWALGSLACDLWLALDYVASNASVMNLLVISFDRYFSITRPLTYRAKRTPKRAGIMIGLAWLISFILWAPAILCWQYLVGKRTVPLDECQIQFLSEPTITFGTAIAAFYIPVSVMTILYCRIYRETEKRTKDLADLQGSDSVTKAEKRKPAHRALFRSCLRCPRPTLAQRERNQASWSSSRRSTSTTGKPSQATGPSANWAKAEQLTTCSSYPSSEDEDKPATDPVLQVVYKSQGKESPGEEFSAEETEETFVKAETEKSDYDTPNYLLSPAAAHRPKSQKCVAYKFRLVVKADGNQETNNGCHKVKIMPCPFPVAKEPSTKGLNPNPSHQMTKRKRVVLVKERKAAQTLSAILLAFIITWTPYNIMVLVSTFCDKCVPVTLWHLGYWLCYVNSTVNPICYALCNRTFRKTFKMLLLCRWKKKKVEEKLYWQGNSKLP
M4 antag: CHRM4 antagonism in calcium assay. CHO-hM4 cells, ACh EC80, Fluo-8 calcium fluorescence. hit rate 0.73% among 360,000. inhibition, % at 3 µM. P08173;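 active = inhibition above its plate's cutoff, the mean inhibition of sample wells plus 3 SD, cut at about 27% in these data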;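 also: 0% = acetylcholine EC80 with DMSO and 100% = DMSO without agonist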
CHRM4 PAM: positive allosteric modulators of human muscarinic M4 receptor; activation, % at 3 µM; CHO-K1 hM4/Gqi5, Fluo-8 calcium fluorescence, ACh EC20; 0% = ACh EC20, 100% = maximal ACh; P08173; AID 624126; hit rate 0.4% among 360,000;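 active = activation above its plate's cutoff, the mean activation of sample wells plus 3 SD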; also: some results filed as inactive read as strong as hits
CRFBP-R2 agonist: CRF-BP/CRF-R2 complex agonism. HEK293 CRF-R2/CRF-BP, calcium dye fluorescence (FLIPR); percent of saturating CRF peptide response. activation, % at 13.2 µM. hit rate 0.46% among 350,000. AID 588473;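 active = activation of at least 50%, plus an integration ratio under a set limit after plate pattern correction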;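 also: plate controls were neutral control wells without compound for no effect and CRF at EC100 for full effect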
M4 ag: CHRM4 agonism in calcium assay | P08173 | CHO-K1 hM4/Gqi5, Fluo-8 calcium fluorescence; vehicle 0%, full acetylcholine response 100% | AID 624127 | activation, % at 3 µM | hit rate 0.14% among 360,000;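 active = activation above the run mean over all test wells plus 3 SD, cut at about 32% in these data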;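 also: peak over basal fluorescence ratio per well then scaled between controls; 0% = DMSO wells and 100% = acetylcholine at EC100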
CHRM1 PAM: potentiates human M1 receptor response to acetylcholine. P11229. CHO-K1 hM1, Fluo-8 calcium fluorescence, ACh EC20; 0% = ACh EC20, 100% = maximal ACh. activation, % at 3 µM. hit rate 0.088% among 360,000; in the data active = activation above about 19%, passing the limit was not always enough
CHRM5 PAM: CHRM5 positive allosteric modulation | AID 624038 | hit rate 0.3% among 360,000 | activation, % at 3 µM | CHO-K1 hM5, Fluo-8 calcium, ACh EC20 PAM; 0% = ACh EC20, 100% = ACh EC100;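 active = activation above the run cutoff, the mean activation of all test compounds plus 3 SD, cut at about 18% in these data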
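System – CHO-K1 hM5 cells · Compound – 3 µM, single dose · Incubation – compound preincubation 140 s before EC20 acetylcholine addition · Technique – Fluo-8 calcium fluorescence · Measure – Max/basal fluorescence ratio as % of EC20–EC100 ACh window · Benchmarks – low control EC20 acetylcholine (0%), high control EC100 acetylcholine (100%) · Replication – singlicate, one well per test compound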
M5 ag: CHRM5 agonism in calcium assay | P08912 | activation, % at 3 µM | CHO-K1 hM5 cells, Fluo-8 calcium fluorescence; 0% DMSO wells, 100% maximal acetylcholine response | hit rate 0.19% among 360,000;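 active = activation above the run's mean over test compounds plus 3 SD, cut at about 23% in these data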;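 also: signal is peak over basal fluorescence ratio across the kinetic read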
* marks the source's active call; other numbers are inactive results; x = no result given.

nr | compound | CHRM1 antagonist | CHRM5 antagonist | M4 antag | CHRM4 PAM | CRFBP-R2 agonist | M4 ag | CHRM1 PAM | CHRM5 PAM | M5 ag
1 | CCCCCCC(C)OC(=O)c1ccccc1C(=O)O (stereo unspecified) | 4 | 3 | 11 | -5 | -0.7 | 1 | 1 | -1 | 0
2 | CC(C)Cc1ccc(C#N)c(SCC(N)=O)n1 | -19 | -8 | -2 | 8 | -1.9 | 1 | 4 | 6 | 3
3 | CC(=O)c1ccccc1NC(=O)COC(=O)c1c(C)nn(-c2ccccc2)c1C | 11 | 10 | 7 | -5 | -0.1 | 4 | -8 | 0 | -2
4 | C=CCNC(=O)C(=O)NCCCN1CCOCC1 | -15 | 8 | 3 | 3 | -4.0 | 1 | 10 | 4 | -2
5 | Cc1ccc(N(C(=O)CCCC(=O)Nc2ccccn2)C(C(=O)NC2CCCC2)c2ccc(O)cc2)cc1C (stereo unspecified) | -1 | 2 | -13 | -11 | 0.1 | 10 | 9 | -1 | -3
6 | CCCC(=O)Nc1ccc(C(=O)NCCCn2ccnc2)cc1 | 0 | -6 | -6 | 16 | -1.1 | 1 | 6 | -4 | 1
7 | O=C(Cn1cnc2c(nnn2-c2ccc(F)cc2)c1=O)N1CCCc2ccccc21 | 6 | -6 | 8 | 1 | -1.0 | 0 | -4 | 1 | 3
8 | CCOC(=O)[C@H]1[C@H]2COc3ccc(Br)cc3[C@@H]2N2C(=O)c3cc(F)c(F)cc3NC(=O)[C@@]12C | 27 | 0 | 5 | -12 | 2.4 | 1 | -8 | -16 | -5
9 | O=C(Nc1nc(-c2ccccc2)c(C(=O)c2ccccc2)s1)c1ccc(S(=O)(=O)N2CCCCC2)cc1 | 0 | -5 | 3 | -2 | -0.4 | 1 | 3 | 0 | 0
10 | CCOC(=O)c1c(NC(=O)COc2cccc3c2CCN(CC)C3=O)sc2c1CCC2 | 7 | -3 | 4 | 22* | -1.2 | 2 | 6 | 9 | 5
11 | Cc1cccn2c(=O)nc(SCC(=O)N3CCCCC3)nc12 | -3 | 9 | -10 | 0 | -0.5 | 0 | 3 | -7 | -2
12 | CCCCCc1cc(=O)oc2c(C(CCN3CCCC(C)C3)c3ccc(N(C)C)cc3)c(OC)cc(OC)c12 (stereo unspecified) | 6 | 11 | 1 | 1 | 0.7 | 6 | 2 | -1 | 2
13 | COc1cc(/C=N/O)ccc1Oc1ccc([N+](=O)[O-])cc1[N+](=O)[O-] | 3 | 4 | 2 | -4 | -1.4 | 3 | -1 | -1 | 1
14 | COCCCn1c(SCC(=O)OC2CCCCC2)nnc1-c1ccco1 | 13 | -4 | 12 | 2 | 2.3 | 0 | -3 | 1 | 0
15 | O=C(NCCN1CCN(c2ccccc2)CC1)C1(S(=O)(=O)c2ccc(Cl)cc2)CC1 | -14 | 5 | -9 | 5 | 0.7 | 2 | 13 | -2 | 0
16 | N#C/C(=C/c1ccc(N2CCCCC2)o1)C(=O)Nc1ccc(Cl)cc1 | 68* | 55* | 45* | -19 | 155* | 170* | -32 | -26 | 56*
17 | Cc1cn([C@H]2C[C@H](O)[C@@H](CNCc3cc(Br)ccc3OCc3ccccc3)O2)c(=O)[nH]c1=O | -9 | -8 | -12 | 2 | 0.6 | 2 | 0 | 6 | 0
18 | CCN(CCn1cccn1)C(=O)CCc1nnc(CCCc2ccccc2)o1 | -1 | 8 | 7 | -3 | -1.1 | 1 | 5 | -9 | -2
19 | C=C(C)c1ccccc1NC(=O)CCN1C(=O)c2ccccc2S1(=O)=O | -15 | 0 | -2 | 6 | -1.7 | 3 | 12 | 5 | -1
20 | Cc1ccc(/C=C(\NC(=O)c2ccccc2)C(=O)NC(Cc2ccccc2)C(=O)O)cc1 (stereo unspecified) | -6 | 11 | -9 | 4 | -0.4 | 0 | 9 | 0 | 0
21 | Cc1ccc(NS(=O)(=O)c2ccc(-n3cccn3)cc2)c(Cl)c1 | -5 | -2 | -11 | 0 | -0.3 | 8 | 3 | -3 | 4
22 | O=C(c1cnccn1)N1CCN(c2ccccc2F)CC1 | -6 | 2 | -13 | -3 | -0.3 | 0 | 10 | -2 | 0
23 | COc1cc2cc(Oc3ccc4ccc(=O)oc4c3)c(=O)oc2cc1OC(C)=O | 11 | 4 | 0 | -1 | -0.8 | 0 | 5 | -1 | 1
24 | COc1cccc(C(=O)OCC(=O)c2c[nH]c3ccccc23)c1OC | -6 | -3 | -3 | 3 | 3.6 | 14 | 2 | -18 | 3
25 | Cc1nc(SCC(=O)N2CC(=O)Nc3ccccc32)c2c(C)c(C)sc2n1 | -7 | -2 | -12 | 3 | -6.1 | 8 | 3 | -5 | -1
26 | CCCc1nc2ccc(NC(=O)NCCC(=O)OCC)cc2c(=O)n1Cc1ccc(Cl)cc1 | -6 | -3 | -1 | 6 | 1.3 | 1 | 1 | 1 | -1
27 | Cc1nc2c3cc(Cl)ccc3n(CCN3CCOCC3)c2s1 | -3 | -1 | 0 | -2 | -1.0 | 1 | 5 | -1 | 0
28 | O=C(O)c1ccc(NCc2nc3cc4ccccc4cc3[nH]2)cc1 | -5 | -1 | -5 | 2 | 2.1 | 0 | 5 | 6 | 6
29 | COc1cc(/C=C2\SC(=N)N(c3ccc(F)cc3)C2=O)ccc1O | 0 | -5 | -3 | -5 | 6.4 | 5 | 2 | -3 | 7
30 | COCCn1nnnc1CN1CCC(NC(=O)Nc2cccc(OC)c2)CC1 | 5 | -3 | -6 | 11 | -3.0 | 0 | -2 | 0 | -1
31 | Cn1nc(C(C)(C)C)cc1NC(=O)C1(C)CCN1C(=O)CC(c1ccccc1)c1ccccc1 (stereo unspecified) | -9 | 1 | -8 | 0 | x | 1 | -2 | -5 | -3
32 | COc1cccc(NC(=O)N2CCCC2C(=O)NCc2ccc(Cl)cc2)c1 (stereo unspecified) | -9 | -5 | -23 | 4 | -4.1 | 2 | 3 | 7 | -4
33 | C=CCN1C(=O)C2C(C(=O)NC3CCCCC3)C3C=CC2(O3)C1C(=O)NC1CCCC1 (stereo unspecified) | 13 | 2 | 2 | -1 | -0.6 | 0 | 2 | 0 | 1
34 | CCOc1ccccc1NCc1nnc(-c2ccccc2)o1 | -4 | 3 | -7 | -11 | -1.5 | 0 | -4 | -11 | -22
35 | COc1ccc(CNC(=O)[C@@H](NC(=O)C2CCN(C(=O)[C@@H]3CCCN3C(=O)OC(C)(C)C)CC2)C(C)C)cc1 | -11 | -6 | -20 | 11 | -0.1 | 1 | 4 | 5 | 0
36 | COC(=O)c1ccc(CNC(=O)COC(=O)CC23CC4CC(CC(Br)(C4)C2)C3)cc1 | 5 | -2 | -3 | -3 | 0.9 | 2 | 3 | 2 | 1
37 | Cc1ccccc1Cn1c(C)nc2ccc([N+](=O)[O-])cc2c1=O | -12 | 1 | 3 | -5 | -0.8 | 3 | 4 | -5 | -2
38 | O=C(NCc1cccc(F)c1)C1CCC(=O)N(CCCN2CCOCC2)C1 (stereo unspecified) | -12 | -6 | -10 | 6 | 2.2 | 0 | 4 | 11 | -4
39 | COC(=O)[C@]12CCCCC=C1N(Cc1cccc3ccccc13)C(=O)[C@H](CC(=O)NCC13CC4CC(CC(C4)C1)C3)C2 | x | -2 | -16 | 11 | x | 0 | x | -1 | 3
40 | COc1ccc(C(=O)NC(Nc2ccccc2)C(Cl)(Cl)Cl)cc1 (stereo unspecified) | 3 | 1 | 0 | -8 | 2.5 | 5 | 0 | -21 | -9

Next section; it opens with the 2 that closed the last part.
nr | compound | CHRM1 antagonist | CHRM5 antagonist | M4 antag | CHRM4 PAM | CRFBP-R2 agonist | M4 ag | CHRM1 PAM | CHRM5 PAM | M5 ag
39 | COC(=O)[C@]12CCCCC=C1N(Cc1cccc3ccccc13)C(=O)[C@H](CC(=O)NCC13CC4CC(CC(C4)C1)C3)C2 | x | -2 | -16 | 11 | x | 0 | x | -1 | 3
40 | COc1ccc(C(=O)NC(Nc2ccccc2)C(Cl)(Cl)Cl)cc1 (stereo unspecified) | 3 | 1 | 0 | -8 | 2.5 | 5 | 0 | -21 | -9
41 | CC(=O)c1sc(NC(=O)CN2C(=O)CCC2=O)nc1C | -46 | 1 | -4 | 7 | -1.3 | 0 | 8 | 0 | -1
42 | c1ccc(COc2ccc(OCCN3CCCC3)cc2)cc1 | 3 | 12 | -2 | -9 | 4.8 | 5 | -11 | -10 | -7
43 | CCn1c(=O)cc(O)c2c(=O)n(C)c(=O)n(C)c21 | -3 | 8 | 1 | -3 | -0.1 | 0 | 7 | -6 | -1
44 | COc1ccc(CNC(=O)CN(c2cccc([N+](=O)[O-])c2)S(C)(=O)=O)cc1 | 2 | 10 | 2 | -8 | 3.2 | 0 | 0 | -1 | -1
45 | Cc1cc(N2CCOCC2)ccc1/C=C1/SC(=O)NC1=O | 2 | 7 | -4 | 0 | 0.3 | 0 | 7 | -2 | -1
46 | COc1cccc(CNS(=O)(=O)c2cc3c(cc2C)NC(=O)CO3)c1 | -20 | -1 | -3 | -2 | -2.0 | 3 | 8 | 2 | 0
47 | CCCCCCC(=O)Nc1c(O)c2ccccc2[nH]c1=O | 1 | -3 | 2 | -4 | 0.6 | 0 | 2 | 5 | -1
48 | CCCCn1c(N)c(N(CCOC)C(=O)CSc2ccccc2C)c(=O)[nH]c1=O | -3 | 3 | -4 | 8 | -0.8 | 0 | 4 | -3 | -1
49 | CCOc1ccccc1NC(=O)C1CCCN(S(=O)(=O)c2cccc3cccnc23)C1 (stereo unspecified) | -8 | 2 | -1 | 0 | -4.4 | 7 | 1 | -6 | 0
50 | CCN(Cc1ccccc1)Cc1cc(OC)cc(OC)c1 | 7 | -9 | -5 | 19 | -1.9 | -3 | 6 | 5 | -4
51 | C/C(=N\NC(=O)c1ccccn1)c1ccc(Cl)cc1 | -20 | 6 | -3 | 3 | 1.8 | 1 | 13 | 2 | -2
52 | COc1ccc(CCn2c(=N)c(C(=O)NC3CCCC3)cc3c(=O)n4ccccc4nc32)cc1OC | -13 | 6 | 7 | 3 | 3.0 | 5 | 7 | 0 | -3
53 | COc1cc(C(C)=O)ccc1OCC(O)CN1CCN(c2cc(C)cc(C)c2)CC1 (stereo unspecified) | 9 | 4 | -6 | -9 | 0.7 | 9 | -13 | -6 | -7
54 | CCN(CC)CCn1c(=S)[nH]c2cc3c(cc2c1=O)OCO3 | -2 | -3 | -8 | 7 | -1.1 | 0 | 4 | -4 | 1
55 | CC(=O)Nc1ccccc1OCC(=O)c1cc(C)n(Cc2cccs2)c1C | 32* | 30* | 22 | -8 | 161* | 12 | -10 | -17 | 6

Five entries from above in another layout.
44. COc1ccc(CNC(=O)CN(c2cccc([N+](=O)[O-])c2)S(C)(=O)=O)cc1
45. Cc1cc(N2CCOCC2)ccc1/C=C1/SC(=O)NC1=O
46. COc1cccc(CNS(=O)(=O)c2cc3c(cc2C)NC(=O)CO3)c1
47. CCCCCCC(=O)Nc1c(O)c2ccccc2[nH]c1=O
48. CCCCn1c(N)c(N(CCOC)C(=O)CSc2ccccc2C)c(=O)[nH]c1=O

Assay by compound	44	45	46	47	48
CHRM1 antagonist	2	2	-20	1	-3
CHRM5 antagonist	10	7	-1	-3	3
M4 antag	2	-4	-3	2	-4
CHRM4 PAM	-8	0	-2	-4	8
CRFBP-R2 agonist	3.2	0.3	-2.0	0.6	-0.8
M4 ag	0	0	3	0	0
CHRM1 PAM	0	7	8	2	4
CHRM5 PAM	-1	-2	2	5	-3
M5 ag	-1	-1	0	-1	-1

Source: PubChem
